# APP 5'UTR act: activates APP 5'UTR luciferase reporter; SH-SY5Y APP 5'UTR luciferase reporter, luminescence; zero percent = DMSO vehicle wells; activation, % at 2 µM; hit rate 1% among 190,000;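 active = activation above a set limit, based on mean plus 3 SD of controls, cut at about 140% in these data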; note: values of inactives mirror those of a sister screen read the other way
# FLuc act counter: affects firefly luciferase, flagging false hits in luciferase stimulation screens; AID 1027; activation factor at 10 µM; P08659; ATPlite luciferase biochemical, luminescence, 10 min; 0 = ATP-free wells, 1 = DMSO control; 200,000 tested, under 10 active;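 active = luciferase activation factor, scaled between plate controls, of at least 2 with compound at 10 µM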
# Target sequence (P08659 whole entry, looked up): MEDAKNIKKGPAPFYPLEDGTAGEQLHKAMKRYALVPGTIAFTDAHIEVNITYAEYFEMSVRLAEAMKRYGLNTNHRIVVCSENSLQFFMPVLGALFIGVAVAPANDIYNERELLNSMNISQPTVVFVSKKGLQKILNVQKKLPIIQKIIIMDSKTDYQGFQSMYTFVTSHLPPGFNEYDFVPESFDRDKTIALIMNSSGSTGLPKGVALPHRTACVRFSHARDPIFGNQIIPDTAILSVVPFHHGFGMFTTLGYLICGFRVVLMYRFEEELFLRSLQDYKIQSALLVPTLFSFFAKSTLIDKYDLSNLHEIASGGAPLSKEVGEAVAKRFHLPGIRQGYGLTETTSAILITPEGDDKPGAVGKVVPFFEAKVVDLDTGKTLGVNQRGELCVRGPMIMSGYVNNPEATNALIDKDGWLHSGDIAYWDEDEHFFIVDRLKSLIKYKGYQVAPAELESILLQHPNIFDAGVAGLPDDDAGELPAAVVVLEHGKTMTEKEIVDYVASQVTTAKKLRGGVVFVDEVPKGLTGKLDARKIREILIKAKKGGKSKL
#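 Material: Luciferase/luciferin reagent mix | Doses: Test compounds dosed from 2 mM stocks in 100% DMSO | Timing: 10 min incubation after luciferase reagent addition, room temperature | Measured by: Luminescence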
# APP transl inh: APP translation inhibition; AID 1285; inhibition, % at 2 µM; hit rate 0.82% among 190,000; SH-SY5Y APP 5'UTR-luciferase reporter, luminescence;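 active = inhibition above a set limit, derived from the sample mean plus 3 SD, cut at about 45% in these data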; note: values of inactives mirror those of a sister screen read the other way
# Efa HMGR inh: inhibitors of class II HMG-CoA reductase from Enterococcus faecalis | hit rate 0.41% among 190,000 | inhibition, % at 10 µM | AID 1066 | purified E. faecalis HMGR, NADPH absorbance 340 nm kinetic;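 active = inhibition above a set limit, the median over all tested compounds plus 3 SD, cut at about 9.5% in these data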;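 note: enzyme runs in reverse so mevalonate oxidation gives rising NADPH absorbance; 0% = complete reaction with DMSO and 100% = background rate lacking mevalonate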
# G6PDH counter: L. mesenteroides G6PDH inhibition counter-screen | Purified L. mesenteroides G6PDH, diaphorase/resazurin coupled fluorescence, 45 min | AID 1020 | inhibition, % at 5 µM | hit rate 0.12% among 200,000; in the data active = inhibition above about 50%
# STAT1 activator: STAT1 signaling activation; activation (% of control), % at 5.5 µM; NIH 3T3 STAT1-luciferase reporter, IFN-gamma, luminescence; 100% = IFN-gamma alone, no compound; hit rate 2.6% among 200,000;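 active = activation above the screen-wide mean activation plus 3 SD, cut at about 130% in these data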;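 note: raw ratio to IFN-gamma control signal so 100% means no change and 0% no light; values of inactives mirror those of a sister screen read the other way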
# FLuc inh counter: counter-screen for luciferase assay inhibitors: firefly luciferase inhibition. inhibition, % at 10 µM. AID 1006. hit rate 1.5% among 200,000. ATPLite firefly luciferase biochemical luminescence, 10 min. P08659;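 active = inhibition above about 50% when tested at 10 µM, limit read from the data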
# NF-kB neuron act: NF-kB expression increase, human neuronal cells; hit rate 1.6% among 190,000; fold change at 12.5 µM; NF-kB reporter expression; active compounds read high; AID 1239; in the data active = fold change above about 3.3
# Redox H2O2 prof: compounds producing H2O2 with reducing agent – biochemical, NIH compound library profiling, artefact control for MLSCN library redox annotation, primary screen | DTT-dependent redox cycling H2O2, phenol red/HRP absorbance; 100% = 100 µM peroxide control, 0% = buffer | activation, % at 10 µM | hit rate 0.03% among 200,000 | AID 878;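 active = activation of at least 50% relative to the plate's high and low controls in the primary single-dose screen; inactive = activation below 50%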;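 note: compound incubated with DTT at 0.8 mM final as the reducing agent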
# Hsp70 activator: Hsp70 transcriptional activation, primary screen | AID 1203 | hit rate 0.04% among 200,000 | HeLa Hsp70 promoter luciferase reporter, luminescence; scaled: vehicle 0, proteasome-inhibitor control 100% | activation, % at 10 µM;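 active = activation above the mean across all tested compounds plus 3 SD, cutoff set per campaign, cut at about 5.5% in these data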;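 note: 100% = MG132 at 30 µM as the positive control and 0% = DMSO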
# The depositor's hits bear a star; nt = no result given.
SMILES,APP 5'UTR act,FLuc act counter,APP transl inh,Efa HMGR inh,G6PDH counter,STAT1 activator,FLuc inh counter,NF-kB neuron act,Redox H2O2 prof,Hsp70 activator
O=C(COc1ccc([N+](=O)[O-])cc1)N/N=C/c1cc([N+](=O)[O-])ccc1N1CCOCC1,14,1,-14,-6,-79,103,-2,0.59,0.2,-0.2
CN(C)c1ccc(C(=O)OCC(=O)N2CCCCCC2)cc1,-11,1,11,-3,-3,122,-4,2.3,-0.1,0.7
O=C(CSc1nnc(-c2ccccn2)n1-c1ccccc1)Nc1ccc2c(c1)OCO2,5,1,-5,-9,5,96,-4,1.1,-3.5,0.3
COc1ccc(-c2c(C#N)c(N)nc3sc(C(=O)c4ccccc4)c(N)c23)cc1,3,1,-3,-6,-31,99,-3,0.71,1.2,-0.1
CC(=O)c1c(C)[nH]c(C(=O)N2CCN(c3cc(Cl)ccc3C)CC2)c1C,nt,1.1,nt,-2,6,101,-7,1.1,0.2,-0.1
O=C1/C(=C\c2ccc3c(c2)OCO3)CCC/C1=C/c1ccc2c(c1)OCO2,-2,1,2,1,-1,102,2,1.2,-0.4,-0.6
CCn1c(CNc2ccc(OC)cc2)nnc1SCC(=O)Nc1ccc(F)cc1,-3,1,3,-1,-1,104,-5,0.91,1.4,-0.1
CCOc1ccc(NC(=O)C2CC(=O)N=C(N)S2)cc1 (stereo unspecified),4,1,-4,1,-6,106,0,0.94,0.0,-0.3
O=C(COC(=O)c1n[nH]c2ccccc12)Nc1ccc(S(=O)(=O)N2CCCC2)cc1,5,1.1,-4,-5,-3,96,-6,0.5,1.8,0.0
CC(C)(C)n1cnc(C(N)=O)c1N,3,1,-3,-2,-12,100,-3,0.88,-0.4,-0.3
CC(C)C(CC(=O)N1CCCCC1)C1CCOC(C)(C)C1 (stereo unspecified),23,1,-23,-3,6,96,-2,1.3,0.3,0.0
COc1cc(CNCCCN2CCOCC2)ccc1OCC(=O)NC(C)(C)C,1,1,-1,-6,2,107,-1,1.1,-0.2,0.0
Cc1ccc2nsnc2c1S(=O)(=O)NC1CC1,3,1.1,-3,-4,3,104,-5,1.2,0.4,-0.6
CC(=O)N1CCC(=NNc2ccnc3cc(Cl)ccc23)CC1,-2,1,2,-5,-1,104,-4,1,-10,-0.3
Cc1cc(C(=O)O)c(S(C)(=O)=O)s1,-6,1.1,6,0,1,92,-7,1.2,0.2,-0.5
COCc1nnc(NC(=O)c2ccc(NC(=O)C(C)C)cc2)s1,6,1.1,-6,1,12,100,-6,1.2,-0.5,-0.3
COc1ccc2nc(NC(=O)CCc3nc(-c4ccccc4F)no3)sc2c1,7,1.1,-7,-2,4,112,-9,1.4,-1.1,0.4
COC(=O)C(CCSC)NC(=O)Cn1ncc2c(=O)oc3ccc(C)cc3c21 (stereo unspecified),3,1,-3,-5,3,106,-4,0.97,-2.5,-0.4
CS(=O)(=O)N(CC(=O)N1CCC(C(N)=O)CC1)c1ccc(Oc2ccccc2)cc1,-10,1,10,5,14,105,-3,1.6,0.2,0.0
COc1ccc2[nH]c(=O)c(C(c3nnnn3C3CCCC3)N(C)C3CCCCC3)cc2c1 (stereo unspecified),10,1.1,-10,-6,7,108,-10,1,0.2,0.0
Cn1c(SCc2ccc(Br)cc2)nnc1-c1cccs1,0,1,0,-14,4,110,2,1.6,7.5,0.0
O=C(c1ccccc1F)N1CCN(c2ccc([N+](=O)[O-])c(NCC3CCCO3)c2)CC1 (stereo unspecified),-5,1.1,5,-3,-4,109,-7,0.54,9.4,-0.1
N#Cc1nc(-c2ccco2)oc1NCc1ccco1,5,1,-5,-2,-12,98,-4,1.5,2.3,0.0
COC(=O)Cc1ccc2oc(-c3cccnc3)nc2c1,-3,0.8,3,8,0,128,20,1.9,0.0,0.1
Brc1cccc(OCCSc2ncccn2)c1,9,1,-9,-3,-3,114,0,1.7,-0.2,0.7

# Some of these compounds in order of their number in NF-kB neuron act, high to low.
Structure,APP 5'UTR act,APP transl inh,Efa HMGR inh,STAT1 activator,NF-kB neuron act,Redox H2O2 prof,Hsp70 activator
Cn1c(SCc2ccc(Br)cc2)nnc1-c1cccs1,0,0,-14,110,1.6,7.5,0.0
COc1ccc2[nH]c(=O)c(C(c3nnnn3C3CCCC3)N(C)C3CCCCC3)cc2c1 (stereo unspecified),10,-10,-6,108,1,0.2,0.0
O=C(COC(=O)c1n[nH]c2ccccc12)Nc1ccc(S(=O)(=O)N2CCCC2)cc1,5,-4,-5,96,0.5,1.8,0.0

# Next results follow.
SMILES,APP 5'UTR act,FLuc act counter,APP transl inh,Efa HMGR inh,G6PDH counter,STAT1 activator,FLuc inh counter,NF-kB neuron act,Redox H2O2 prof,Hsp70 activator
Cc1ccc2cc(C(c3nnnn3C3CCCC3)N3CCN(c4ccc(F)cc4)CC3)c(=O)[nH]c2c1 (stereo unspecified),6,1,-6,-8,12,107,-4,1.1,-0.3,-0.1
CC(C)N(Cc1ccccc1)C(=O)COC(=O)c1cnccn1,2,1,-2,-3,7,101,-4,1.1,-0.5,-0.2
O=C(NCc1cccs1)C1CCN(S(=O)(=O)c2cccc3nsnc23)CC1,0,1.1,0,-1,6,100,-7,1.2,3.5,0.1
COc1ccccc1C(CC(=O)c1ccccc1)CC(=O)c1ccccc1,4,1.1,-4,-5,-4,94,-10,0.93,1.2,0.1
On1c(-c2ccc(Cl)cc2)nc2ccccc21,16,0.6,-16,1,4,115,35,2,0.8,-0.1
Cc1cc(C)cc(NS(=O)(=O)c2ccc(NC(=O)C3CCCCC3C(=O)O)cc2)c1 (stereo unspecified),-24,1.1,24,1,9,98,-8,1,0.0,-0.4
COc1ccccc1NC(=O)N1CCCC(C(=O)Nc2cccc(C)c2C)C1 (stereo unspecified),6,1,-6,-1,5,99,-2,1.2,0.2,-0.3
O=c1[nH]c(Cc2ccccn2)nc2scc(-c3ccccc3Cl)c12,8,1,-8,5,6,105,-3,0.83,-0.3,0.1
O=C(CSc1nc2ccccc2c(=O)[nH]1)Nc1ccc(S(=O)(=O)N2CCCC2)cc1,4,1,-4,-1,3,94,4,0.9,2.6,0.0
CCOC(=O)c1cc(CC)sc1NC(=O)c1ccc(N2CCOCC2)c([N+](=O)[O-])c1,7,1.1,-7,-2,2,102,-10,0.84,-0.3,0.1
Cc1nnc(SCc2nc3ccccc3[nH]2)s1,4,1.1,-4,-5,1,101,-6,1.3,-1.5,-0.3
O=C1NCC(O)=C1C=NCCCO,6,1.1,-6,-3,-11,104,-7,1.1,-0.4,-0.3
c1csc(CNCCN2CCOCC2)c1,-12,1,12,-2,7,101,0,1.1,0.3,-0.5
O=S(=O)(NCc1ccco1)c1cccc(S(=O)(=O)N2CCCCC2)c1,-13,1.1,13,-3,4,88,-11,1.2,-0.7,0.0
O=C(CN1CCCCC1)N/N=C/c1cc2ccccc2nc1Cl,5,1,-5,0,5,104,-2,1.6,-0.2,0.1
Oc1c(C(c2ccc(Cl)cc2)N2CCCC2)cc(Cl)c2cccnc12 (stereo unspecified),-11,1.1,11,-7,6,88,-5,1.1,-2.3,-0.3
Cc1cc(-c2ccccc2)nn1-c1nc2c(c(=O)[nH]c(=O)n2C)n1C,22,1.1,2,-3,17,95,-5,1.3,-0.8,-0.1
O=C(NC(=S)NCC1CCCO1)c1ccccc1 (stereo unspecified),6,1,-6,-3,21,116,2,1.3,-0.1,-0.3
CN(Cc1cn(C)nc1-c1ccc(Oc2ccccc2)cc1)CC1COCCO1 (stereo unspecified),-15,1,15,0,7,92,2,1.2,-1.1,0.0
COc1ccc(NC(=O)CSc2cc(C(=O)c3nccn3C)c3ccccc3n2)cc1,1,1,-1,-3,14,82,-1,0.97,-0.7,0.0
CCCC1=[N+](CC(=O)c2ccc(C)cc2)CCn2cccc21,21,1,-21,0,-7,95,4,1.1,0.5,-0.2
Cc1ccc(C(C2C(=O)CC(C)(C)CC2=O)C2C(=O)CC(C)(C)CC2=O)s1,6,1,-6,1,8,100,-3,1.1,1.3,-0.2
COc1ccc(Nc2ccc(Nc3ccc(OC)cc3)nn2)cc1,-8,1,8,-8,-16,93,-4,1,0.1,-0.3
COCC(C)NC(=O)CSc1nnc(-c2cccc(S(=O)(=O)N3CCCCC3)c2)o1 (stereo unspecified),21,1.1,-21,-6,2,93,-6,1.1,0.0,-0.3
Cc1cccc(NC(=O)c2ccc(COc3cccc4ccccc34)o2)n1,-10,1,10,-4,-1,104,-4,0.96,0.4,-0.3

# Following part:
SMILES,APP 5'UTR act,FLuc act counter,APP transl inh,Efa HMGR inh,G6PDH counter,STAT1 activator,FLuc inh counter,NF-kB neuron act,Redox H2O2 prof,Hsp70 activator
COc1ccc(C2=NCN(c3ccc(C)cc3)C(=S)N2)cc1,54,1.1,-54,-1,-4,113,-5,1.8,0.0,-0.1
O=C(NCCC1=CCCCC1)C1CCN(S(=O)(=O)c2cccc3cccnc23)CC1,11,1,-11,-3,-12,108,-4,0.61,-0.5,0.0
COc1cc(NC(=O)COC(=O)CNC(=O)c2ccc(C)cc2)c(C)cc1[N+](=O)[O-],-4,1,4,1,-6,106,4,1.1,0.4,-0.3
CCC(=O)Nc1sc(C(=O)Nc2ccccc2OC)c(C)c1C(=O)OC,1,1.1,-1,1,33,95,-8,1.6,-1.4,-0.1
COc1ccc(/C=c2\sc3nc(-c4ccccc4)c(-c4ccccc4)n3c2=O)cc1OC,-9,1,9,-4,0,97,-5,0.98,-4.0,0.0
COc1cc(-c2cc(C(=O)N3CCN(c4ccccn4)CC3)c3ccccc3n2)cc(OC)c1OC,-2,nt,2,-4,nt,79,nt,0.35,1.2,-0.7
COc1ccc(NS(=O)(=O)c2ccc(N3CCOCC3)c(NC(=O)c3ccccc3Cl)c2)cc1,2,1,-2,-2,1,106,4,1.6,0.1,-0.1
CCN(CC)C(=O)c1ccc(COc2ccccc2Br)o1,18,1,-18,0,-5,104,-1,1.1,-0.4,-0.4
O=C(CCn1nnc2ccccc21)N1CCC(O)(c2cccc(F)c2)CC1,23,1,-23,-2,8,99,-2,1.3,-0.3,-0.1
O=C(COc1ccccc1-c1ccccc1)N/N=C/c1cccc2ccccc12,-95,1.1,95*,0,2,108,-11,4.1*,-1.4,0.0
Cc1ccc(NC(=O)c2ccc(OC(=O)CCN3C(=O)c4ccccc4C3=O)cc2)cc1,57,1,-57,4,4,128,-4,2,2.1,0.0
CCOc1ccc(Br)cc1S(=O)(=O)NC(=O)c1ccccc1,5,1.1,-5,-7,7,99,-5,1.5,0.0,-0.3
CC(=O)Nc1nnc(COc2ccc(Cl)cc2)s1,61,0.5,-61,-7,6,117,47,2.6,-1.1,0.0
O=S(=O)(NCCCO)c1ccc2c(c1)Cc1cc(S(=O)(=O)NCCCO)ccc1-2,-7,1.1,7,-4,5,97,-7,1.1,0.0,0.1
Cc1c(C(=O)Nc2ccc(-c3nnc4n3CCCCC4)cc2)oc2ccc(Br)cc12,-2,1,2,3,9,103,-1,0.37,0.1,-0.2
CCOC(=O)Cc1csc(NC(=O)CSc2nnc(-c3ccc(NS(=O)(=O)CC)cc3)o2)n1,-4,nt,4,nt,nt,94,nt,nt,-0.7,-0.3
COc1ccc(N2CCN(C(=O)C34CCC(C)(C(=O)C3)C4(C)C)CC2)cc1 (stereo unspecified),-9,1.1,9,-4,8,98,-7,1,0.5,-0.5
CN(C(=O)CSC1=Nc2ccccc2C2=NC(c3ccccc3)C(=O)N12)C1CCCCC1 (stereo unspecified),-1,1,1,-1,3,101,-2,0.97,0.2,0.1

# Source: PubChem BioAssay
